Screening data deposited in PubChem by several laboratories.
PG9 Ab binder – PG9 antibody binding by small molecule; TR-FRET gp120-PG9 antibody binding; inhibition, % at 6.7 µM; 360,000 compounds, 0.43% hits; AID 624416; in the data active means inhibition above about 8.5%
ASAP1 inh – inhibitors of human ASAP1 ArfGAP activity; ASAP1-stimulated ARF1 GTP hydrolysis, GDP FP detection; inhibition, % at 16.5 µM; Q9ULH1; AID 624377; 360,000 compounds, 0.19% hits; in the data active means inhibition above about 25%;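 further: 0% = vehicle with enzyme and substrate and 100% = no enzyme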
rCAG binder – r(CAG) repeat RNA binding; 370,000 compounds, 1.3% hits; TO-PRO-1 dye displacement fluorescence; AID 651821; inhibition, % at 3 µM;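 active means inhibition above the plate cutoff, the mean of all test compounds on that plate plus 3 SD, cut at about 35% in these data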;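 further: 0% = DMSO alone and 100% = 100 µM mitoxantrone as full dye displacement; higher means more dye released from RNA so lower well fluorescence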
NR1D1 modulator – modulators of human Rev-erb alpha DNA binding; P20393; Rev-erbα–FITC-DNA binding, fluorescence polarization, 90 min; activity, % at 10 µM; 370,000 compounds, 0.79% hits; AID 1259318;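 active means activity above about 14%, limit read from the data; passing the limit was not always enough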;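 further: 0% = DMSO wells with 35 nM protein and 100% = DMSO wells with 750 nM protein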
SMARCA2 activ – SMARCA2 function activation, primary screen; MG213 cells, MMTV-luciferase reporter, dexamethasone, overnight; activation, % at 9.1 µM; 370,000 compounds, 1% hits; AID 652017; in the data active means activation above about 7.8%;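 further: 0% = vehicle wells and 100% = reference activator wells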
mABHD4 FP – inhibits mouse alpha/beta hydrolase domain 4; purified mABHD4, FP-Rh probe fluorescence polarization; Q8VD66; 370,000 compounds, 0.54% hits; AID 720543; inhibition, % at 8.92 µM;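 active means inhibition exceeding the mean over every tested compound plus 3 SD, cut at about 30% in these data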;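 further: 0% = plate median of compound wells and 100% = S159A mutant with DMSO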
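Test system: mABHD4 protein; Read-out basis: % inhibition; Incubation: 45 min + 60 min at 25 °C; Repeats: single replicate; Technique: fluorescence polarization with parallel and perpendicular emission, 525/598 nm; Compound: 8.92 µM, single dose; Benchmarks: full inhibition S159A mutant plus DMSO, zero as sample-well median.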
ARFGAP1 inhibitor – inhibitors of rat ARFGAP1 | Q62848 | Arfgap1-stimulated ARF1 GTP hydrolysis, GDP FP detection | inhibition, % at 16.5 µM | 360,000 compounds, 0.26% hits;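 active means inhibition above a per-plate limit, mean inhibition of low control wells plus 3 SD, cut at about 25% in these data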;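 further: 0% = DMSO wells with enzyme and 100% = wells lacking Arfgap1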
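material = rat Arfgap1 catalytic domain, aa 1-136 | also added = human ARF1(Δ1-17)-GTP substrate | compound dosing = one concentration, 16.5 µM, DMSO 1.26% | times = GTP hydrolysis reaction 2 h at 25 °C | measured by = FP, GDP Alexa 633 tracer displaced from anti-GDP antibody, 620/688 nm | evaluation = percent inhibition of Arfgap1-stimulated GTP hydrolysis | replication = single well per compound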
HTRA1 inhibitor – HTRA1 (human) protease inhibition; Q92743; recombinant HTRA1, FP-rhodamine activity-based probe, fluorescence polarization; inhibition, % at 5.96 µM; 340,000 compounds, 0.5% hits; AID 504803; in the data active means inhibition above about 36%;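 further: 0% = enzyme with DMSO and 100% = wells lacking enzyme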
GC-B act – GC-B (human) receptor activation. P20594. HEK293-GC-B cells, CNP EC30, cGMP TR-FRET; 0% at EC30 CNP, 100% saturating CNP. activation, % at 10 µM. 370,000 compounds, 0.11% hits. AID 1920062;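 active means activation at 10 µM reaching about 35% in either raw or pattern-adjusted values, limit read from the data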
Target sequence (P20594 whole entry, looked up): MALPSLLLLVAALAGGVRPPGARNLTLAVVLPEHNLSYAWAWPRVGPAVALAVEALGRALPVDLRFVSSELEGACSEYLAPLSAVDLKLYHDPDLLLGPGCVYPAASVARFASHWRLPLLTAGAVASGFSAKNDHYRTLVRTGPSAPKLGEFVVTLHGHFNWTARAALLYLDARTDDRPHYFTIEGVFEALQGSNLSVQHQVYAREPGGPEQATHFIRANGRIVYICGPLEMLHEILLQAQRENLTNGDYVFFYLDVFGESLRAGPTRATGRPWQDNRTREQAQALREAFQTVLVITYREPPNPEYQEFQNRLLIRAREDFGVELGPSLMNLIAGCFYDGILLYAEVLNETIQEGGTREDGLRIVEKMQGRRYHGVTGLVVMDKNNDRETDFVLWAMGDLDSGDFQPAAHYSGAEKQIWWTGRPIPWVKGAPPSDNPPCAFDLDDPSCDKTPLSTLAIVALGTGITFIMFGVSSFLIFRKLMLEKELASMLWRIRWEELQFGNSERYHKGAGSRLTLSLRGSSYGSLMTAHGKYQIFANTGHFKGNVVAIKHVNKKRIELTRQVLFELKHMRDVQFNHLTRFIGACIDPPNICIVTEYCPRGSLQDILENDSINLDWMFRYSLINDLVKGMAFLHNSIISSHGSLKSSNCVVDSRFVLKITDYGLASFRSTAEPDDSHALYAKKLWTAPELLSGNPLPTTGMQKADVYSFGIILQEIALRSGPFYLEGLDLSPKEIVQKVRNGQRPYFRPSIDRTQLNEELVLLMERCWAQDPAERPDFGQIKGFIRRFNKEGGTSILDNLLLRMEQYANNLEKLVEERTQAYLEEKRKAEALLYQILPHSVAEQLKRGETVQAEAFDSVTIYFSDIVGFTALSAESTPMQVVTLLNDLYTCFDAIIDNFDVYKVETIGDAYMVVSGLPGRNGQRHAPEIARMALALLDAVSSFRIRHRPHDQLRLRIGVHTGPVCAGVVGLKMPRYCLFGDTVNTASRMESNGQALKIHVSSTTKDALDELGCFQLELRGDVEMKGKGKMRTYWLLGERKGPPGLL
GC-A act – GC-A (human) enzyme activation | P16066 | HEK293 GC-A cells, cGMP TR-FRET, EC30 ANP; 0% at EC30 ANP, 100% saturating ANP | activation, % at 10 µM | 370,000 compounds, 0.14% hits; in the data active means activation above about 40%
The depositor's hits bear a star; x = not tested or not shown.

SMILES	PG9 Ab binder	ASAP1 inh	rCAG binder	NR1D1 modulator	SMARCA2 activ	mABHD4 FP	ARFGAP1 inhibitor	HTRA1 inhibitor	GC-B act	GC-A act
COc1ccc(C(=O)N2CCN(c3ccc(NC(=O)Cc4ccccc4)cc3)CC2)cc1	-1.4	-8	-1	3	-2	5	3	9	-4	-3
Fc1ccc(F)c(C2=NNC(=Nc3ccccc3F)SC2)c1	-2.5	16	9	2	-5	0	1	-7	3	1
Cc1cc(C(=O)OCC(=O)NC2CCCCC2C)c2ccccc2n1 (stereo unspecified)	0.9	4	0	5	-3	6	-4	3	2	0
N#CCSc1nnc(C2CCCCC2)n1Cc1ccccc1	-1.7	7	-5	6	-1	12	2	-16	-2	-3
CCN1CCN(CCCN(Cc2ccco2)C(=S)Nc2ccc(C)c(Cl)c2)CC1	0.2	-3	-4	-4	-4	-6	-1	1	0	-1
O=C1CC(c2ccccc2)CC(O)=C1C=Nc1ccccc1 (stereo unspecified)	-0.5	-2	-4	-6	-3	3	3	x	-5	-6
Cc1cccc(CCNC(=O)CNS(=O)(=O)c2ccc3nc(C)sc3c2)c1	-1.7	-6	-4	6	0	-6	-2	0	-2	0
C=CCC1(NCc2ccco2)CCN(CC)CC1	-2.4	-8	2	0	-4	10	-5	1	-1	0
Cc1ccc(S(=O)(=O)N/N=C/c2ccc(O)cc2O)cc1[N+](=O)[O-]	-0.5	-7	3	-1	3	9	1	2	3	1
c1ccc(-c2nc(-c3ccco3)cs2)nc1	-0.9	12	17	-3	1	-4	1	6	7	2
C[C@@H](c1ccccc1)N1C[C@@H](COCc2ccccc2)Oc2cc(N3CCC[C@@H]3CO)ccc2S1(=O)=O	-1.7	1	11	0	-2	-15	2	x	7	0
CC(C)[C@H](NC(=O)N1CC(=O)Nc2ccccc21)C(=O)N1CCC[C@H]1C(=O)O	-2.1	-1	-1	-3	-1	4	6	4	2	3
CNC(=O)c1cc2cccc(OC)c2oc1=O	-1.2	5	0	2	-1	3	-8	3	6	6
COc1ccc(CC(=O)N(Cc2ccccc2)c2ccc(C)cc2)cc1OC	1.4	-8	-10	-2	2	-3	-12	-14	6	-9
Cn1cc(/C=C(\NC(=O)c2ccccc2Cl)C(=O)NCCCn2ccnc2)c2ccccc21	-3.4	-12	-1	0	-2	2	-11	3	-1	0
O=C(CN1CCOC1=O)N1CCCC(N2CCN(c3cccc(C(F)(F)F)c3)CC2)C1 (stereo unspecified)	-0.2	-5	-1	2	1	0	1	0	1	2
COc1ccc(C)cc1NC(=O)C1C2C=CC(C2)C1C(=O)O (stereo unspecified)	-0.9	17	-1	-4	-3	2	2	1	-1	-3
Cc1cc2nc(C(C)(C)C)c(Cc3ccccc3)n2c(C)c1Br	-0.2	0	4	-7	-3	-1	23	x	-7	2
Cc1c2cnn(CC(=O)NCc3ccccn3)c(=O)c2c(C)n1Cc1ccccc1	-0.3	-9	1	-7	-1	1	-22	-1	2	0
COc1ccc(NC(=O)CSc2ccc(-c3sc(C)nc3C)nn2)cc1OC	-3.4	6	0	-1	2	-1	9	3	2	-4
O=c1[nH]c(N2CCN(Cc3ccccc3)CC2)nc2c1CCC2	0.2	-2	-8	-4	-4	1	5	x	-10	-4
CCOC(=O)O[C@]1(C(=O)COC(=O)CC)CC[C@H]2[C@@H]3CCC4=CC(=O)C=C[C@]4(C)[C@H]3[C@@H](O)C[C@@]21C	-0.4	-2	-1	-5	-5	9	2	-1	-1	1
O=C1c2ccccc2C(=O)N1CC(O)COc1ccccc1Cl (stereo unspecified)	0.2	-3	-5	-3	4	-1	-2	7	-1	3
CC(C)(C)c1ccc(S(=O)(=O)N2CCN(CC(=O)N3CC(=O)Nc4ccccc43)CC2)cc1	-1.1	-1	1	2	-1	0	-12	-6	4	0
O=C(Nc1ccc(Cl)cc1)C1CC2CCCC(C1)C2=O (stereo unspecified)	0.1	10	3	3	1	-4	9	-11	-1	6
O=C(CCCc1ccccc1)Nc1ccnn1C1CCN(Cc2ccccc2F)CC1	-1.6	1	-9	4	3	2	18	-2	5	-6
CC(C)c1cccc(OCC(=O)Nc2ccc(S(=O)(=O)Nc3ccccn3)cc2)c1	-1.9	-8	10	-5	2	-6	17	-21	1	-9
CCCNC(=O)C1=C(C)C(=O)OC12CCC(C)CC2 (stereo unspecified)	-0.7	-1	2	-5	-1	0	-2	0	-2	0
COc1cccc(-c2csc(/C(C#N)=C/Nc3cc4oc5ccccc5c4cc3OC)n2)c1	-0.5	-11	-2	-2	0	5	0	9	5	-2
OCC[C@H]1C[C@@H](O)[C@H](O)[C@@]2(OCCc3ccccc32)O1	-1.3	1	-1	2	0	2	-12	-1	10	0
COCCNC(=S)N/N=C(\C)c1ccc(OC(F)F)cc1	-1.8	-3	-5	10	-2	-3	-4	2	0	-4
Cc1c(/C(Cc2ccccc2)=N/O)c2ccccc2n1C	-0.5	19	-1	4	0	0	-4	5	-5	1
N#C/C(=C/C1=C(N2CCOCC2)C(=C/c2ccc(Cl)cc2)/CC1)C(=O)Nc1ccccc1F	-1.4	-15	7	27*	-3	-12	7	-8	0	0
CC(C)(C)OC(=O)NC1CCN(c2nc(-c3ccc(Br)cc3)cs2)CC1	x	x	x	-1	x	0	x	x	-3	7
CCCSc1nc(N2CCOCC2)c2c(c1C#N)CCCC2	1.2	-4	2	2	-1	4	4	-42	-23	-28
O=C(Nc1ccc(Br)cc1)c1ccc2ncsc2c1	-0.9	-6	6	-2	2	-23	3	-23	-1	-6

5 compounds drawn at random from those above:
SMILES	PG9 Ab binder	ASAP1 inh	rCAG binder	NR1D1 modulator	SMARCA2 activ	mABHD4 FP	ARFGAP1 inhibitor	HTRA1 inhibitor	GC-B act	GC-A act
CCCSc1nc(N2CCOCC2)c2c(c1C#N)CCCC2	1.2	-4	2	2	-1	4	4	-42	-23	-28
CC(C)(C)OC(=O)NC1CCN(c2nc(-c3ccc(Br)cc3)cs2)CC1	x	x	x	-1	x	0	x	x	-3	7
CC(C)c1cccc(OCC(=O)Nc2ccc(S(=O)(=O)Nc3ccccn3)cc2)c1	-1.9	-8	10	-5	2	-6	17	-21	1	-9
Cc1c(/C(Cc2ccccc2)=N/O)c2ccccc2n1C	-0.5	19	-1	4	0	0	-4	5	-5	1
O=C(Nc1ccc(Br)cc1)c1ccc2ncsc2c1	-0.9	-6	6	-2	2	-23	3	-23	-1	-6

Laid out differently: results already given.
compound | PG9 Ab binder | ASAP1 inh | rCAG binder | NR1D1 modulator | SMARCA2 activ | mABHD4 FP | ARFGAP1 inhibitor | HTRA1 inhibitor | GC-B act | GC-A act
OCC[C@H]1C[C@@H](O)[C@H](O)[C@@]2(OCCc3ccccc32)O1 | -1.3 | 1 | -1 | 2 | 0 | 2 | -12 | -1 | 10 | 0
COCCNC(=S)N/N=C(\C)c1ccc(OC(F)F)cc1 | -1.8 | -3 | -5 | 10 | -2 | -3 | -4 | 2 | 0 | -4

Continued:
SMILES	PG9 Ab binder	ASAP1 inh	rCAG binder	NR1D1 modulator	SMARCA2 activ	mABHD4 FP	ARFGAP1 inhibitor	HTRA1 inhibitor	GC-B act	GC-A act
COc1ccc(OC)c(-c2csc(NC(=O)C3CSC4(C)CCC(=O)N34)n2)c1 (stereo unspecified)	1.3	9	3	0	-2	4	-21	-13	3	5
COCCn1c(=N)c(C(=O)NCCc2ccc(OC)cc2)cc2c(=O)n3cccc(C)c3nc21	0.1	1	8	12	-3	-1	11	-2	0	0
O=C1CC(C(=O)N2CCCc3ccccc32)CN1c1ccc(F)cc1 (stereo unspecified)	-0.1	-5	1	-5	2	1	-13	1	2	0
O=C(CC(CC(=O)c1ccccc1)c1ccco1)c1ccccc1	-0.7	9	6	1	0	-3	3	-18	-5	-4

An unsorted share of the library; about 4.4% have a hit in one of these screens.
